DDE Tn7 FP inh = DD(E)-Tn7 binding inhibition, primary FP screen | P02675 | inhibition, % at 8.3 µM | FP displacement of FITC-Tn7 peptide from fibrin DD(E); 0% = median of compound wells per plate | actives 0.13% (n = 370,000);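 active = inhibition above the mean of compounds falling within the control limits plus 3 SD of them, cut at about 14% in these data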;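 note: 0% = plate median of compound wells and 100% = 10 µM Aha-Tn7 peptide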
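Assay system: Human clot-derived fibrin DD(E) complex | Buffer or medium: Tris/NaCl/CaCl2 buffer, pH 7.8 | Repeats: One replicate per compound | Benchmarks: Aha-Tn7 high control | Measure: % inhibition scaled between sample-field median and high-control FP | Schedule: 10 min plus 3 h, room temperature | Signal: Fluorescence polarization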
DDE Tn6 FP inh = inhibitors of Tn6 peptide binding to human fibrin DD(E); inhibition, % at 8.3 µM; actives 0.21% (n = 370,000); AID 720509; Fibrin DD(E) TRITC-Tn6 fluorescence polarization displacement;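 active = inhibition above a per-campaign cutoff: mean of compounds within control limits plus 3 SD, cut at about 15% in these data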;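 note: 0% = median of all compound wells on the plate and 100% = blocking peptide control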
PLCb3 inh = PLC-beta3 (human) inhibition, primary screen; actives 0.18% (n = 370,000); AID 720704; Q01970; Purified PLC-beta3, fluorogenic substrate, fluorescence; inhibition, % at 12.2 µM; in the data active = inhibition above about 11%;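 note: 0% = median of compound wells on plate and 100% = full blocker control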
SIAE primary = blocks human sialic acid acetylesterase. SIAE FP-Rh probe binding, fluorescence polarization. actives 0.69% (n = 370,000). Q9HAT2. inhibition, % at 9.66 µM;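 active = inhibition above a cutoff: mean of compounds within the control limits plus 3 SD of those, cut at about 17% in these data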;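 note: 0% = plate median of compound wells and 100% = probe without SIAE protein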
ADAM10 inh = inhibits human ADAM10 | O14672 | recombinant ADAM10, EDANS/DABCYL FRET peptide cleavage, 3 h | inhibition, % at 7 µM | actives 0.62% (n = 370,000);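 active = inhibition above a per-campaign cutoff equal to the mean of compounds falling between control-based bounds plus 3 SD, cut at about 20% in these data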;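 note: 0% = DMSO wells while the 100% control is not disclosed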
ARFGAP1 inh = inhibitors of rat ARFGAP1 | AID 651572 | actives 0.26% (n = 360,000) | inhibition, % at 16.5 µM | Arfgap1-stimulated ARF1 GTP hydrolysis, GDP FP detection | Q62848;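 active = inhibition above a per-plate limit, mean inhibition of low control wells plus 3 SD, cut at about 25% in these data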;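 note: 0% = DMSO wells with enzyme and 100% = wells lacking Arfgap1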
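Assay system: purified rat His6-Arfgap1 residues 1-136 (GAP domain); Reagent: human Δ17 ARF1 bound to GTP; Dosing: 16.5 µM single point, 1.26% DMSO; Times: GTP hydrolysis reaction 2 h at 25 °C; Signal: FP, GDP Alexa 633 tracer displaced from anti-GDP antibody, 620/688 nm; Measure: % inhibition from polarization.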
ADAM17 inh = inhibitors of human ADAM17; inhibition, % at 6.95 µM; P78536; actives 0.83% (n = 370,000); recombinant ADAM17, EDANS/DABCYL FRET peptide cleavage;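 active = inhibition above the mean of compounds lying between control limits plus 3 SD, set per campaign, cut at about 8.5% in these data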;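 note: 0% = DMSO-only wells as the low control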
PLC-gamma1 inh = blocks human PLC-gamma1 enzyme activity; P19174; purified PLC-gamma1, fluorogenic substrate, fluorescence; inhibition, % at 12.2 µM; actives 0.84% (n = 370,000); AID 720700; in the data active = inhibition above about 9.5%
Target sequence (P19174 whole entry, looked up): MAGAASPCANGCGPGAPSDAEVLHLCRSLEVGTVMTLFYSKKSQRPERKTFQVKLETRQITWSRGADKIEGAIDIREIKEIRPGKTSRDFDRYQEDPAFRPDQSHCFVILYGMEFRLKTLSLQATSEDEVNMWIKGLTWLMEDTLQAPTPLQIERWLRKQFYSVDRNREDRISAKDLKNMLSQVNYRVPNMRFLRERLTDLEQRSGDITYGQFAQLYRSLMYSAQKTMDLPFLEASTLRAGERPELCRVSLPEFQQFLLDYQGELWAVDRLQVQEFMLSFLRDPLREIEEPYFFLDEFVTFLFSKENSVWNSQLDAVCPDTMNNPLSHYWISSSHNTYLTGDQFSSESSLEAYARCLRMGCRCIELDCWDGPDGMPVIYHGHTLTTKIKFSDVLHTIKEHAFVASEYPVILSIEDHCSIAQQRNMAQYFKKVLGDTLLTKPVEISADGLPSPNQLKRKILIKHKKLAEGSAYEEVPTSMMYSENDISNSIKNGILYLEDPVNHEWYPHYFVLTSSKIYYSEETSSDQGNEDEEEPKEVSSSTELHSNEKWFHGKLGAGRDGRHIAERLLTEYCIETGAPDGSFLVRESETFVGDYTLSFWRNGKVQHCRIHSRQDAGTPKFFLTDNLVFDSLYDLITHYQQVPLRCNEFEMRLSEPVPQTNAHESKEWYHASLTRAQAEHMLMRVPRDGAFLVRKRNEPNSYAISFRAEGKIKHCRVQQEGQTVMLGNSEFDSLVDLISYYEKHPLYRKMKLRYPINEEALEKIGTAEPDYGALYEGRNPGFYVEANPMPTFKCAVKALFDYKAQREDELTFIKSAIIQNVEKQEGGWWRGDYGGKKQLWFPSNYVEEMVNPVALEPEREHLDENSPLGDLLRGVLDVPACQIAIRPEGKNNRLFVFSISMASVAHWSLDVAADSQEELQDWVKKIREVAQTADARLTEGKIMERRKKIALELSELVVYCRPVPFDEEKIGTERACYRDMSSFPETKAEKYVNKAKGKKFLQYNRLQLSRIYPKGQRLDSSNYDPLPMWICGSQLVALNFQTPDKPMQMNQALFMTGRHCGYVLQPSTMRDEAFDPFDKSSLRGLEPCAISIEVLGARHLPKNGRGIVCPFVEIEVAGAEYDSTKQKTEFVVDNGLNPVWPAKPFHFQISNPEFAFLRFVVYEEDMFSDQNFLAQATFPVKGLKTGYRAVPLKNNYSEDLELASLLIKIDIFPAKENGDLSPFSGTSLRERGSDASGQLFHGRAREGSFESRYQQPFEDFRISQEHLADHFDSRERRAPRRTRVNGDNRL
ASAP1 inh = inhibitors of human ASAP1 ArfGAP activity; Q9ULH1; AID 624377; actives 0.19% (n = 360,000); inhibition, % at 16.5 µM; ASAP1-stimulated ARF1 GTP hydrolysis, GDP FP detection; in the data active = inhibition above about 25%;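 note: 0% = vehicle with enzyme and substrate and 100% = no enzyme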
TDP2 inh = TDP2 (human) inhibition, absorbance primary screen; actives 0.34% (n = 370,000); recombinant TDP2, T5PNP hydrolysis, p-nitrophenol absorbance 415 nm; inhibition, % at 12.8 µM; AID 720702; O95551;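 active = inhibition above the mean of all tested compounds plus 3 SD, set per campaign, cut at about 25% in these data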;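 note: 0% = DMSO with enzyme and 100% = buffer with substrate but no TDP2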
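Assay system: Recombinant human TDP2 | Quantity: 120 nM TDP2 per well | Incubation: 2 h at 37 °C | Signal: Epi absorbance | Evaluation: Percent inhibition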
The depositor's hits bear a star; / = not tested or not shown.

SMILES	DDE Tn7 FP inh	DDE Tn6 FP inh	PLCb3 inh	SIAE primary	ADAM10 inh	ARFGAP1 inh	ADAM17 inh	PLC-gamma1 inh	ASAP1 inh	TDP2 inh
O=C(O)CCC(=O)NC1CCCCCCC1	-1	0	3	4	7	7	-5	4	-10	-11
C=CCNc1nc(S(=O)Cc2ccc(C)cc2)nc2c1CCCC2 (stereo not given)	2	6	-2	-3	-10	7	-2	-1	7	1
Cn1ccc(C(=O)N/N=C/c2c[nH]c3ccccc23)n1	0	7	-11	7	-8	11	-4	-5	-2	-5
O=C(CNCc1ccccc1Cl)Nc1ccccc1N1CCCCC1	5	-11	-143	-6	0	7	-1	6	9	-5
Cc1ccc(N2C(=O)NC(NC(=O)C(C)(C)C)(C(F)(F)F)C2=O)cc1C (stereo not given)	-1	-8	4	0	-1	-1	2	8	13	1
CCCc1nc2sc3c(c2c(=O)n1NC(=O)CCCl)CCCC3	-3	-4	-3	-2	3	9	1	0	-12	-2
O=C(NCCCN1CCCC1=O)c1ccccc1OCc1ccc(Cl)cc1Cl	3	-1	1	6	-15	8	-2	-2	0	6
O=C(NNC(=O)c1ccc(O)c(Cl)c1)c1cccc(S(=O)(=O)N2CCOCC2)c1	2	9	-3	-17	-2	-9	5	0	-7	-6
Clc1ccccc1CONc1ncnc2nonc12	-3	-9	-3	-5	-3	8	-4	1	9	10
COc1cccc(CNC(=O)CCNC(=O)c2ccccc2OC)c1	-5	1	-3	14	5	-5	-3	1	0	11
CCOc1ccc(S(=O)(=O)NC2CC2)cc1	6	2	-1	-5	8	-8	1	5	15	-20
Cc1c(NC(=O)C2CC(c3c(F)cccc3Cl)=NO2)c(=O)n(-c2ccccc2)n1C (stereo not given)	-3	0	3	-2	8	10	-3	1	-18	-8
COc1ccc(Sc2nnc(-c3ccccc3)cc2C#N)cc1	-4	-5	2	0	7	-6	-3	0	1	5
COc1ccccc1C1CCN(C(=O)c2ccc(Cl)cc2)CC1	5	-7	-2	8	3	-4	-1	1	-6	12
CN(C)C(CNc1ncnc2sc3c(c12)CCCC3)c1ccco1 (stereo not given)	-4	2	-3	1	-8	-2	-8	-2	-14	-2

In the list so far, these contain an aryl methoxy group.
SMILES	DDE Tn7 FP inh	DDE Tn6 FP inh	PLCb3 inh	SIAE primary	ADAM10 inh	ARFGAP1 inh	ADAM17 inh	PLC-gamma1 inh	ASAP1 inh	TDP2 inh
COc1cccc(CNC(=O)CCNC(=O)c2ccccc2OC)c1	-5	1	-3	14	5	-5	-3	1	0	11
COc1ccc(Sc2nnc(-c3ccccc3)cc2C#N)cc1	-4	-5	2	0	7	-6	-3	0	1	5
COc1ccccc1C1CCN(C(=O)c2ccc(Cl)cc2)CC1	5	-7	-2	8	3	-4	-1	1	-6	12

5 of these compounds in a different format.
smiles | DDE Tn7 FP inh | DDE Tn6 FP inh | PLCb3 inh | SIAE primary | ADAM10 inh | ARFGAP1 inh | ADAM17 inh | PLC-gamma1 inh | ASAP1 inh | TDP2 inh
C=CCNc1nc(S(=O)Cc2ccc(C)cc2)nc2c1CCCC2 (stereo not given) | 2 | 6 | -2 | -3 | -10 | 7 | -2 | -1 | 7 | 1
Cn1ccc(C(=O)N/N=C/c2c[nH]c3ccccc23)n1 | 0 | 7 | -11 | 7 | -8 | 11 | -4 | -5 | -2 | -5
COc1ccc(Sc2nnc(-c3ccccc3)cc2C#N)cc1 | -4 | -5 | 2 | 0 | 7 | -6 | -3 | 0 | 1 | 5
CCCc1nc2sc3c(c2c(=O)n1NC(=O)CCCl)CCCC3 | -3 | -4 | -3 | -2 | 3 | 9 | 1 | 0 | -12 | -2
Clc1ccccc1CONc1ncnc2nonc12 | -3 | -9 | -3 | -5 | -3 | 8 | -4 | 1 | 9 | 10

Following part.
SMILES	DDE Tn7 FP inh	DDE Tn6 FP inh	PLCb3 inh	SIAE primary	ADAM10 inh	ARFGAP1 inh	ADAM17 inh	PLC-gamma1 inh	ASAP1 inh	TDP2 inh
O=C(CCC(=O)N1CCSc2ccccc21)NCCc1ccccc1	-8	5	6	7	1	2	1	2	-3	-4
CC1(c2ccccc2)CC2CC(c3ccccc3)N1O2 (stereo not given)	3	-1	3	0	5	1	-6	0	6	13
CCC1CCCCN1CCCNC(=O)Cn1c(=O)c2cccn2c2ccccc21 (stereo not given)	-5	2	-4	3	-4	8	-1	-7	-13	-11
Cc1cc(NC(=O)CSc2nnc(-c3cccc(Cl)c3)o2)no1	7	9	-14	-5	2	-13	1	-8	9	13
Cc1ccc2oc(=O)c3cnn(CC(=O)NC4CCN(Cc5ccccc5)CC4)c3c2c1	6	5	0	-5	-13	16	4	1	1	-1
O=[N+]([O-])c1cccc2ccc(/C=C/c3ccc(Cl)cc3)nc12	2	1	2	-5	9	14	6	5	4	-2
COc1ccc(S(=O)(=O)Nc2ccccn2)c(C)c1C	-4	3	-23	-5	-12	8	-4	-9	-17	-11
CCC1CCCCN1C(=O)c1ccc(OC)c(OC2CCN(C(C)C)CC2)c1 (stereo not given)	-1	7	-10	7	-2	-2	-9	2	1	-4
O=C(CNC(=O)c1ccccc1)Oc1ccc([N+](=O)[O-])cc1	-2	3	-2	-5	12	-10	0	3	11	-11
CN(C(=O)COC(=O)c1cccc(NS(=O)(=O)c2ccc(F)c(F)c2)c1)C1CCS(=O)(=O)C1 (stereo not given)	3	6	-1	11	7	4	2	-1	-4	3
Cn1nnnc1Sc1ncnc2scc(-c3cccc(F)c3)c12	4	-2	1	-5	-10	-2	-4	0	-1	0
Cc1csc(NC(=O)C(NS(=O)(=O)c2ccc(Br)s2)c2ccccc2)n1 (stereo not given)	7	-8	-3	-3	9	-2	0	4	0	3
CCOC(=O)C1CCN(C(=O)c2ccc(SC)cc2OC)CC1	1	11	1	-3	-4	-3	-3	1	24	-9
O=C(CN(C(=O)c1ccco1)c1cccc(F)c1)NCc1ccc(F)cc1	3	-2	4	1	4	-2	-1	4	1	4
Cc1ccc2c(COC(=O)C3=COCCO3)cc(=O)oc2c1	0	1	1	1	-2	2	-1	-1	9	-1
O=C(NCC(=O)N(Cc1ccccc1)C(C(=O)NC1CCCCC1)c1ccco1)c1ccco1 (stereo not given)	-7	-1	5	-3	11	-1	4	4	2	-17
Nc1nc(-c2ccc(Br)cc2)cs1	10	-3	-4	3	4	-5	-1	-8	0	-4
COc1cccc(C(=O)OCn2nnc3ccccc3c2=O)c1OC	-1	-8	7	-6	6	8	8.9*	4	-1	-18
O=c1[nH]c(=O)n(CCOc2ccc(Cl)cc2)cc1Br	-10	3	4	2	5	5	4	4	6	-6
CSc1n[nH]c(-c2ccc(C(F)(F)F)cc2)n1	3	-3	-3	1	-11	17	-5	-1	-6	-8
Cc1cc(C)n2nc(C(=O)OCC(=O)c3c[nH]c4ccccc34)nc2n1	-1	-1	-1	-3	1	6	0	-4	4	9
O=C1N(Cc2cccc(Cl)c2)C[C@@H]2C[C@@H](c3c[nH]c4ccccc34)N3CCC[C@@]123	-1	4	-16	-88	-4	0	2	-14	4	0
CCOC(=O)n1c(=O)n(Cc2ccc(OC)cc2)c2ccccc21	5	6	-3	-1	1	8	-6	0	0	2
O=C(NCc1ccc(F)c(F)c1)C1CCC(CNS(=O)(=O)c2cccc3cccnc23)CC1 (stereo not given)	3	1	-3	3	-5	/	-1	1	/	2
COc1ccc(NC(=O)CSCC(=O)N=c2sccn2C)cc1	-1	0	4	-3	12	10	2	5	3	-20
COc1ccccc1-n1c(SCC(=O)O)nc2c(sc(=S)n2-c2ccc(Cl)c(C)c2)c1=O	-4	-2	-4	-8	-6	2	-3	3	9	7
COc1ccc(NC(=O)COC(=O)c2c(C)noc2C)cc1Cl	1	-3	-1	-1	-12	0	-1	2	-4	3
CCOc1cc(/C=N/NC(=O)Cc2ccc(C(F)(F)F)cc2[N+](=O)[O-])c(Br)cc1OC	-3	-4	1	0	-5	2	0	3	-6	-7
Cc1[nH]c2ccccc2c1SCC(=O)Nc1nccs1	0	1	-10	15	-14	-7	-3	0	11	8
O=C(Nc1nccs1)c1cc2cc(Cl)ccc2oc1=O	7	0	-5	1	3	-2	-6	1	-1	-6
O=C(Nc1ccc(Cl)cn1)c1cnn2cccnc12	-5	-7	2	2	4	-2	-2	-1	4	-11
O=C(NCCc1ccccn1)C1CCCN(S(=O)(=O)Cc2ccccc2)C1 (stereo not given)	4	-1	7	1	8	-1	0	2	10	5
CC1(C)CC(=O)C(C=NCCN2CCN(C(=S)Nc3ccccc3)CC2)=C(O)C1	3	1	4	4	-4	12	-4	2	-9	2
CCN(CC)S(=O)(=O)c1ccc(/C=C/C(=O)Nc2ccc(F)c(F)c2F)cc1	-1	4	-1	-3	10	2	5	-2	2	-6
CN1CCN(C(=S)NC(=O)c2ccc(S(=O)(=O)N3CCOCC3)cc2)CC1	5	5	-7	-2	-5	4	-2	0	-3	-7
COc1cc(-c2cc(C(=O)OCC(=O)Nc3ccc4c(c3)OCO4)c3ccccc3n2)cc(OC)c1OC	-7	1	-6	4	-9	-11	-1	-6	1	-4
COCCCNc1nc2ccccc2nc1NS(=O)(=O)c1cc(Cl)ccc1Cl	-1	-7	-45	0	-25	4	-9	-27	-8	-4
CC1(C(=O)NS(=O)(=O)Cc2cccc(Cl)c2)CCN1C(=O)Cc1ccc(-c2ccccc2)cc1 (stereo not given)	-5	-1	-10	8	-13	7	-3	-2	-9	3
O=[N+]([O-])c1cc(C(F)(F)F)cc([N+](=O)[O-])c1NCCCN1CCOCC1	7	0	4	5	-2	0	0	2	4	0
CC(=O)NC(c1ccccc1)c1nc(-c2cccc(CO)c2)cs1 (stereo not given)	2	-3	0	-5	2	-8	5	5	-4	-5
COc1ccc(OC)c(NC(=O)C2CC(=O)n3ncnc3N2)c1 (stereo not given)	-3	3	1	-1	9	2	1	6	-3	2
CNC(=O)C1CCC(=O)N1Cc1ccc(C)cc1 (stereo not given)	-3	4	7	-3	8	9	7	9	-4	-15
Clc1ccccc1Nc1c2c(nc3ncnn13)CCC2	-11	0	-3	2	-2	8	0	-1	1	3
O=C(COc1ccc(Cl)cc1)NCc1ccccc1	2	0	-6	-8	1	0	-5	-1	-3	-11
COc1ccc(NC(=O)Nc2cccc([N+](=O)[O-])c2)cc1Cl	3	-17	1	-18	17	22	4	4	5	5
COc1cc(SC)ccc1C(=O)NCCN1CCOCC1	-2	5	3	0	0	4	3	3	8	-3
